# High-throughput results (PubChem)
# ERp5 inh – inhibitors of human ERp5; inhibition, % at 9.99 µM; 350,000 compounds, 0.05% hits; ERp5 insulin aggregation, absorbance 650 nm, 90 min; AID 651711;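 active = mean replicate inhibition above about 25%, with every replicate also reaching it, limit read from the data, passing the limit was not always enough; inconclusive = only one of those two criteria met; inactive = neither criterion met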
# Target sequence (Q15084 whole entry, looked up): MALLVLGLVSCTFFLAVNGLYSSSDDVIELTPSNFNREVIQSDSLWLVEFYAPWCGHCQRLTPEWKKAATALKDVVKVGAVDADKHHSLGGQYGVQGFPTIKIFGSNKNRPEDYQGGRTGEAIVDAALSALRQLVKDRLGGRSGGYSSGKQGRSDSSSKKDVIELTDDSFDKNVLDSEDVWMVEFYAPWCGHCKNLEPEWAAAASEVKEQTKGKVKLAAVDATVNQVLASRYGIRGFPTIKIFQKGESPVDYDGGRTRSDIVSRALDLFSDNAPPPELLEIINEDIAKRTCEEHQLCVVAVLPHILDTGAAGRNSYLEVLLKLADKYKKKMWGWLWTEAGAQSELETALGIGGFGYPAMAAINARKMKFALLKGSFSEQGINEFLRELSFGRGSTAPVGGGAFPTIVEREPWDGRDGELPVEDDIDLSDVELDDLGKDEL
# RAD52 anneal inh – RAD52 (human) annealing inhibition; P43351; recombinant RAD52 DNA annealing, FRET fluorescence; inhibition, % at 18.7 µM; 360,000 compounds, 0.46% hits;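 active = every replicate showing at least 50% inhibition; inconclusive = mean inhibition at least 50% but not in every replicate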
# ERAP1 HTS inh – inhibitors of human ERAP1 aminopeptidase; Q9NZ08; recombinant ERAP1, Leu-AMC fluorescence, 60 min; inhibition, % at 10.7 µM; 340,000 compounds, 0.15% hits;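 active = mean replicate inhibition of at least 30%, or all replicates individually reaching that 30% level; inactive = mean below 30% and not every replicate reaching it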;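 note: 0% = neutral control wells and 100% = L-leucinethiol positive control wells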
# esBAF inh – blocks esBAF chromatin remodeling in mouse ES cells; Bmi1-luciferase knock-in reporter, 24 h; 100% = twice the neutral-well signal; reporter increase, % at 12.5 µM; 350,000 compounds, 2% hits; in the data active = activation above about 40%; inconclusive = no clear call, values can overlap the other calls;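 note: 0% = median of the plate's neutral control wells and 100% = double that signal; a rise in the Bmi1 reporter signal indicates esBAF inhibition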
# RAD54 branch – RAD54 (human) branch migration inhibition | RAD54 Holliday junction branch migration, FAM/BHQ fluorescence | inhibition, % at 10.4 µM | AID 602329 | Q92698 | 360,000 compounds, 0.14% hits;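 active = mean normalized replicate activity at least 40 and at least half of replicates scoring 40 or more; inconclusive = only one of the two criteria met; inactive = mean below 40 and under half of replicates reaching 40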;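 note: 0% = median of neutral control wells and 100% = median of positive control wells; inhibitors cause a drop in the FAM fluorescence signal; in these data hits start at about 50%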
# S100A4 inh HTS – blocks human S100A4 binding to myosin IIA peptide; P26447; S100A4/TAMRA-MyoIIA peptide fluorescence polarization; inhibition, % at 10.7 µM; 360,000 compounds, 0.14% hits; AID 652163;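 active = mean inhibition of at least 70% across replicates, with every replicate also reaching that level; inconclusive = mean inhibition reaches 70% but some replicates fall short; inactive = mean inhibition below 70%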
#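 Material: S100A4 monomer protein | Medium: HEPES pH 7.2 with CaCl2, KCl, NaCl, DTT, Triton | Reagent: Labelled myosin peptide probe, 5 nM | Doses: One dose per compound | Times: 5 min incubation before reading | Benchmarks: Neutral control DMSO, positive control TFP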
# E-selectin induc – induces E-selectin expression in human endothelial cells | P16581 | HUVEC E-selectin immunofluorescence imaging; normalized: neutral wells 0, TNF-alpha wells 100 | activation, % at 7.58 µM | 260,000 compounds, 0.37% hits;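 active = mean E-selectin-positive cell signal at least 10% of the positive control, reached in at least 60% of replicates, without over 20% cell loss; inconclusive = no rule given, readout overlaps actives, possibly toxicity-flagged; inactive = the rest, including those meeting only one limit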;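 note: in these data hits start at about 27%; measured in HUVEC primary endothelial cells; signal is the percent of cells scored E-selectin positive by PE staining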
# Target sequence (P16581 whole entry, looked up): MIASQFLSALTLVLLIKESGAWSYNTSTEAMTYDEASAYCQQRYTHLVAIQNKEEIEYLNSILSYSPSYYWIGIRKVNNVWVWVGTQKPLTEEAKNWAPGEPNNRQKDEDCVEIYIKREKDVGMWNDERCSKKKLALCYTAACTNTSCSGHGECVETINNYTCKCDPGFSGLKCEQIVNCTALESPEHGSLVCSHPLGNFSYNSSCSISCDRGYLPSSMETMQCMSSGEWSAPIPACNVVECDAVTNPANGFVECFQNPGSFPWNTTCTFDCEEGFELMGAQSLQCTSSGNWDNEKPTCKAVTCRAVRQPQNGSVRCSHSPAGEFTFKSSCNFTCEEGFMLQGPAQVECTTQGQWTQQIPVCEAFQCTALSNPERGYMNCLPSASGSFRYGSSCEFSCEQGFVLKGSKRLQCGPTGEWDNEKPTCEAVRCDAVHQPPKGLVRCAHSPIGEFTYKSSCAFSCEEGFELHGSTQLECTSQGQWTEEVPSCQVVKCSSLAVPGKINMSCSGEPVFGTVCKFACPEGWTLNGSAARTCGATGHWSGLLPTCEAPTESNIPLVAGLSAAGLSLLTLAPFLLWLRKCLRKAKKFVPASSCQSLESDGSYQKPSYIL
#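 Material: HUVEC primary endothelial cells; Amount: 3,000 cells per well; Dosing: single concentration; Medium: EGM-2 growth medium on 0.1% gelatin-coated wells; Read-out basis: percent E-selectin-positive cells; Signal: immunofluorescence imaging; Control set: TNF-alpha, DMSO.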
# Xi reactivation – X-chromosome reactivation activator | XiGFP mouse fibroblasts, % GFP-positive cells imaging, 3 d; cells co-treated with 5-aza-dC sensitizer; scaled so ellipticine positive control = 100% | activation, % at 7.58 µM | 360,000 compounds, 0.055% hits | AID 743238;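 active = mean normalized replicate activation at least 10% and every replicate at or above 10%; inconclusive = only one of the two criteria met; inactive = mean below 10% and not all replicates reach 10%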;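 note: 0% = median of on-plate neutral control wells and 100% = ellipticine 6 µM median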
#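 Assay system: SV40-immortalized XiGFP fibroblast cells, line 68-5-11; buffer or medium: DMEM plus 5-aza-dC sensitizer; compound: one concentration, pinned; timing: compounds 3 days, fix/stain 15 min at room temperature; benchmarks: positive control ellipticine, 6 µM final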
# An asterisk follows results filed as active; ? = inconclusive; · = no result given.
SMILES,ERp5 inh,RAD52 anneal inh,ERAP1 HTS inh,esBAF inh,RAD54 branch,S100A4 inh HTS,E-selectin induc,Xi reactivation
Cn1c(=O)c2c(-c3cccc(Br)c3)c(C#N)c(N)nc2n(C)c1=O,?,-11,5,·,-5,3,·,-0.7
Cc1sc2nc(CN3CCCC3)nc(N3CCN(S(=O)(=O)c4ccccc4)CC3)c2c1C,-1,-30,-6,-1,-1,-6,-0.1,0.0
CCN(C(=O)CSc1cccc[n+]1[O-])c1ccccc1,1,-6,0,0,-16,-3,·,0.1
CC(C)C[C@H](NC(=O)N1CC(=O)Nc2ccccc21)C(=O)N[C@H](Cc1ccccc1)C(=O)O,3,-7,0,-3,0,-2,·,·
CC(C)COP(=O)(c1ccc(N(C)C)cc1)C(O)c1cccnc1 (configuration not stated),5,0,2,-8,·,-13,0.8,0.1
CCCc1nc2sc3c(=O)n(N)cnc3c2c2c1CCCC2,1,-11,5,3,·,0,-1.4,0.1
CCN(CC)c1ccc(N=Cc2ccc([N+](=O)[O-])o2)cc1,0,-9,2,·,·,-4,-0.3,2.9
Cn1ccc2c(-c3ccc(C(C)(C)C)cc3)cc3c(c21)C1CCC3O1 (configuration not stated),1,11,-2,12,4,-3,-0.7,·
COC(=O)c1sccc1NC(=O)Cn1nnc(-c2ccccc2C)n1,1,-17,4,·,·,-3,·,0.5
COc1ccc(S(=O)(=O)N(C)C[C@H]2Oc3cc(-c4cccc(F)c4)ccc3S(=O)(=O)N([C@H](C)CO)C[C@H]2C)cc1,-1,2,-4,8,0,0,-0.3,-1.9
CCOc1ccc(CN2CCN(Cc3cccc4c3OCO4)CC2CCO)cc1 (configuration not stated),-4,-3,-7,8,6,3,·,0.0
C[C@H](CO)N1C[C@H](C)[C@@H](CN(C)C(=O)NC2CCCC2)Oc2ncc(C#CCN(C)C)cc2C1=O,9,5,-3,0,-1,-7,0.2,0.1
CCC(=O)Nc1ccc2c(c1)C(=O)N(C)[C@@H]1CC[C@H](CC(=O)NCc3ccccc3)O[C@H]1CO2,3,-3,0,-2,7,-6,-0.1,-0.1
COc1cccc(CN(C)CC(=O)NCc2ccccc2Cl)c1OC,2,2,-4,·,·,-3,-2.7,0.0
Cc1oc(-c2ccc(-c3ccccc3)cc2)nc1CN1CCN(CC(=O)N(C)C)CC1,-3,-13,5,·,·,2,1.9,0.2
CC(C)(C)NC(=O)C1c2ccccc2OCC(=O)N1Cc1ccccc1 (configuration not stated),6,-15,0,·,·,-7,·,0.0
C[C@H](CO)N1C[C@H](C)[C@@H](CN(C)S(=O)(=O)c2cccs2)Oc2ccc(NC(=O)Nc3ccc(F)cc3)cc2C1=O,2,16,1,5,4,-7,-6.4,-0.1
CCc1cnc(N2[C@H](CO)[C@H](c3ccc(C#CCC4CCCC4)cc3)[C@@H]2C#N)s1,-1,-9,1,-1,-14,3,-0.7,0.4
CN1CCN(C(=S)c2cn(CCOc3ccccc3F)c3ccccc23)CC1,-2,2,-1,-4,-6,-2,·,0.0
C[C@@H]1Cn2cnc(C(=O)Nc3cccc(Cl)c3)c2C(=O)N1,4,-1,10,11,2,19,0.1,-0.1

# Full records, looked up by structure. Order of values: ERp5 inh | RAD52 anneal inh | ERAP1 HTS inh | esBAF inh | RAD54 branch | S100A4 inh HTS | E-selectin induc | Xi reactivation
# Cc1sc2nc(CN3CCCC3)nc(N3CCN(S(=O)(=O)c4ccccc4)CC3)c2c1C is entered as -1 | -30 | -6 | -1 | -1 | -6 | -0.1 | 0.0
# COc1cccc(CN(C)CC(=O)NCc2ccccc2Cl)c1OC is entered as 2 | 2 | -4 | · | · | -3 | -2.7 | 0.0
# CCc1cnc(N2[C@H](CO)[C@H](c3ccc(C#CCC4CCCC4)cc3)[C@@H]2C#N)s1 is entered as -1 | -9 | 1 | -1 | -14 | 3 | -0.7 | 0.4
# Cn1c(=O)c2c(-c3cccc(Br)c3)c(C#N)c(N)nc2n(C)c1=O is entered as ? | -11 | 5 | · | -5 | 3 | · | -0.7
# CC(C)COP(=O)(c1ccc(N(C)C)cc1)C(O)c1cccnc1 (configuration not stated) is entered as 5 | 0 | 2 | -8 | · | -13 | 0.8 | 0.1

# Continued:
SMILES,ERp5 inh,RAD52 anneal inh,ERAP1 HTS inh,esBAF inh,RAD54 branch,S100A4 inh HTS,E-selectin induc,Xi reactivation
O=C(Nc1ccccc1Cl)N1C[C@@H]2[C@H](c3ccccc31)[C@@H](CO)N2Cc1ccccc1,1,-3,2,-7,-3,10,1.0,0.0
Cc1cccc(C)c1NS(=O)(=O)c1c(C(=O)N2CCCCC2)c(C)n(C)c1C,-1,-3,-1,1,-1,-2,·,0.1
C[C@@H]1CN([C@@H](C)CO)C(=O)c2cc(C3=CCCC3)cnc2O[C@@H]1CN(C)C(=O)c1cccnc1,1,-10,2,1,0,15,-0.1,0.0
CCOC(=O)/C=c1\s/c(=C\c2ccc3cc(OC)ccc3c2)c(=O)n1CC(=O)NCc1ccc2c(c1)OCO2,-2,-161,3,·,·,18,·,28*
O=C(NCCN1CCNCC1)c1ccccc1O,-1,-18,·,-9,-8,-3,·,0.0
Cn1c(=O)c2c(nc(SCc3ccc(C(=O)O)cc3)n2C)n(C)c1=O,1,11,-1,-3,-3,3,0.0,0.7
C[C@@H]1CN([C@H](C)CO)C(=O)Cc2cc(NC(=O)Nc3ccc(F)cc3)ccc2O[C@H]1CN(C)Cc1ccncc1,-4,4,1,-7,2,-6,·,0.1
COc1ccc([C@H]2CC(=O)C=C(c3ccc(-c4ccccc4)cc3)C2)cc1OC,2,-1,0,4,-4,0,0.1,0.2
CCNC(=O)COC(=O)c1cc(C)n(-c2ccccc2)c1C,0,-2,2,·,·,2,3.1,0.1
C[C@@H]1CN([C@H](C)CO)C(=O)c2cc(NC(=O)c3ccccc3)ccc2O[C@@H](C)CCCCO[C@H]1CN(C)Cc1ccncc1,-3,2,-1,-3,2,5,0.3,0.1
COCCN(C(=O)CSc1nnc(C)n1Cc1ccccc1)c1c(N)n(CC(C)C)c(=O)[nH]c1=O,2,-13,4,·,·,-4,2.0,0.3
Cc1csc(=O)n1CC(=O)OCC(=O)NNC(=O)c1ccc([N+](=O)[O-])cc1,-3,-8,1,-4,·,3,·,0.2
Cc1ccc(C(=O)N2O[C@]34C=C[C@]25C[C@@H](O)CC[C@]5(C)C3CC[C@]2(C)[C@@H]([C@H](C)/C=C/[C@H](C)C(C)C)CC[C@H]24)cc1 (some centres not stated),-4,-8,-4,·,·,-3,-0.2,0.0
Cn1c(=O)c2nc(SCc3ccccc3)n(C)c2n(C)c1=O,-2,-15,0,-5,4,0,0.0,-0.1
O=C(CNC(=O)/C=C/c1ccco1)N=Nc1c(O)[nH]c2ccccc12,3,-11,0,-4,-2,-2,·,0.2
COc1ccc(Sc2cccc3c2S(=O)(=O)N(C2CC2)C[C@@H](COCc2ccccc2)O3)cc1OC,3,-12,·,·,·,-2,-0.1,0.0
O=C1NCCN(Cc2ccoc2)C1CC(=O)N(CCO)Cc1ccccc1 (configuration not stated),0,-24,1,-7,4,-3,·,0.1
COc1ccc(CCC(=O)N2CCN(S(=O)(=O)c3cccs3)CC2)cc1,-1,-9,3,-6,7,-2,-0.2,0.3
CCCNC(=O)CCn1cc(-c2ccc(OC)cc2)nc1CCN,6,-7,1,3,2,3,0.5,0.3
CC(C)c1c(C(=O)N/N=C/c2ccc(OCc3ccccc3)cc2)nnn1-c1nonc1N,1,0,-2,9,5,2,·,-0.1
O=C([C@@H]1[C@@H](CO)[C@@H]2Cn3c(ccc(-c4ccccc4F)c3=O)[C@H]1N2C(=O)C1CCC1)N1CCOCC1,-7,3,0,7,4,11,0.4,0.0
O=[N+]([O-])c1cccc(Nc2nc(Cl)nc(Cl)n2)c1,-1,-7,9,·,·,1,0.1,0.1
C[C@@H]1C=CCCO[C@]12C(=O)N(CC1CC1)c1cccc(Br)c12,0,5,5,·,·,-2,-0.2,0.2
CC(C)NC(=O)NC(=O)COc1ccc(Br)cc1Br,7,1,-3,·,·,-2,·,0.0
CC1CN(C(=O)c2cccc(S(=O)(=O)Nc3ccccc3Cl)c2)CC(C)O1 (configuration not stated),-1,-7,2,4,3,-4,·,0.2
COc1ccc(NC(=O)Nc2cccc3c2O[C@H](CN(C)Cc2ccc(-c4ccccc4)cc2)[C@@H](C)CN([C@@H](C)CO)C3=O)cc1,·,-5,1,·,·,8,5.4,-0.2
Cc1cc(OCC(=O)NCC2CCC(C(=O)O)CC2)c2c(C)c(Cc3ccccc3)c(=O)oc2c1 (configuration not stated),-3,-10,1,0,-11,-1,·,·
CN1C(=O)c2cc(NC(=O)c3ccc(Cl)cc3)ccc2OC[C@@H]2O[C@@H](CC(=O)O)CC[C@H]21,·,·,·,6,3,·,0.0,0.1
C[C@@H]1CN([C@H](C)CO)C(=O)c2cc(NC(=O)Cc3ccccc3)ccc2O[C@H]1CN(C)C,0,-8,-3,-1,-10,-12,·,-0.7
COc1cccc(CNC(=S)Nc2ccc3c(c2)c(=O)n(C)n3Cc2csc(C)n2)c1,1,-6,-3,-1,2,-2,0.1,0.1
COc1ccc(CN(C)C[C@@H]2Oc3ccc(NC(=O)Nc4ccccc4)cc3CC(=O)N([C@@H](C)CO)C[C@@H]2C)cc1,3,-8,-4,-13,24,-4,-0.4,-0.2
CNC(=O)C[C@@H]1CC[C@@H]2[C@H](COc3ccc(NC(=O)Nc4ccccc4OC)cc3C(=O)N2C)O1,5,-4,1,-5,2,-3,0.0,0.3
COc1cccc(CC(=O)n2nc(N)c3cc4ccc(OC)cc4nc32)c1,-1,3,0,3,-7,-3,0.3,0.2
Cc1[nH]c(-c2ccc(F)cc2)cc1C(=O)N1CCN(c2ccccc2)CC1,2,-29,1,2,-8,-1,0.4,0.1
O=C(Cc1ccncc1)Nc1ccc2c(c1)[C@H]1C[C@@H](CC(=O)N3CCOCC3)O[C@@H](CO)[C@H]1O2,·,·,·,0,3,·,-0.1,-0.1
CCOc1ccccc1N(CC(=O)Nc1c(C)n(C)n(-c2ccccc2)c1=O)S(=O)(=O)c1ccccc1,6,-18,-7,·,·,-4,·,0.3
Cc1noc(C)c1NC(=O)Nc1ccc2c(c1)CC(=O)N([C@H](C)CO)C[C@H](C)[C@H](CN(C)C(=O)Nc1ccc(C(F)(F)F)cc1)O2,-2,6,3,1,5,-3,0.0,0.0
CO[C@H]1CN(C)C(=O)c2ccc(NC(=O)Nc3ccccc3)cc2OC[C@H](C)N(C(=O)CN(C)C)C[C@H]1C,4,2,·,1,15,-8,0.0,0.2

# This is a random part of the collection; about 2.5% have a hit in one of these screens.
